# STAT1 inh – STAT1 signaling inhibition | NIH 3T3 STAT1-luciferase reporter, IFN-gamma, luminescence | inhibition, % at 5.5 µM | 200,000 tested, 0.35% active | AID 920;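 active = inhibition above a set limit, the mean inhibition across all tested compounds plus 3 SD, cut at about 34% in these data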;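 note: 0% = IFN-gamma with DMSO and 100% = IFN-gamma with 300 µM nifuroxazide; values of inactives mirror those of a sister screen read the other way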
# Hsp70 activator – transcriptional activators of Hsp70; HeLa Hsp70 promoter luciferase reporter, luminescence; scaled: vehicle 0, proteasome-inhibitor control 100%; activation, % at 10 µM; 200,000 tested, 0.04% active; AID 1203;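 active = activation above the mean across all tested compounds plus 3 SD, cutoff set per campaign, cut at about 5.5% in these data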;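 note: 100% = MG132 at 30 µM as the positive control and 0% = DMSO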
# STAT3 blocker – STAT3 signaling inhibition. inhibition, % at 5.5 µM. 190,000 tested, 0.89% active. AID 862. U3A cells, IL-6 STAT3-luciferase reporter, luminescence; host cell line lacks STAT1;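 active = inhibition above the mean inhibition across all screened compounds plus 3 SD, cut at about 44% in these data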;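 note: 0% = DMSO only wells and 100% = 100 µM nifuroxazide control wells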
# Efa HMGR inh – inhibitors of class II HMG-CoA reductase from Enterococcus faecalis; AID 1066; purified E. faecalis HMGR, NADPH absorbance 340 nm kinetic; inhibition, % at 10 µM; 190,000 tested, 0.41% active;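 active = inhibition above a set limit, the median over all tested compounds plus 3 SD, cut at about 9.5% in these data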;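 note: enzyme runs in reverse so mevalonate oxidation gives rising NADPH absorbance; 0% = complete reaction with DMSO and 100% = background rate lacking mevalonate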
# APP 5'UTR act – APP 5'UTR luciferase reporter activation; SH-SY5Y APP 5'UTR luciferase reporter, luminescence; zero percent = DMSO vehicle wells; activation, % at 2 µM; 190,000 tested, 1% active;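 active = activation above a set limit, based on mean plus 3 SD of controls, cut at about 140% in these data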; note: values of inactives mirror those of a sister screen read the other way
# NF-kB expr up – raises NF-kB expression in human neuronal cells; NF-kB reporter expression; hits give high values; fold change at 12.5 µM; 190,000 tested, 1.6% active; in the data active = fold change above about 3.3
# STAT1 act – STAT1 signaling activation. AID 932. NIH 3T3 STAT1-luciferase reporter, IFN-gamma, luminescence; 100% = IFN-gamma alone, no compound. 200,000 tested, 2.6% active. activation (% of control), % at 5.5 µM;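 active = activation above the screen-wide mean activation plus 3 SD, cut at about 130% in these data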;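 note: raw ratio to IFN-gamma control signal so 100% means no change and 0% no light; values of inactives mirror those of a sister screen read the other way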
# TLR4-MyD88 BLA – TLR4-MyD88 interaction inhibition in cells | inhibition, % at 8.4 µM | 200,000 tested, 0.18% active | HeLa CL3-4 TLR4/MyD88 BLA complementation, FRET ratio | AID 861; in the data active = inhibition above about 25%;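 note: 0% = vehicle and 100% = reference inhibitor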
# Target sequence (O00206 whole entry, looked up): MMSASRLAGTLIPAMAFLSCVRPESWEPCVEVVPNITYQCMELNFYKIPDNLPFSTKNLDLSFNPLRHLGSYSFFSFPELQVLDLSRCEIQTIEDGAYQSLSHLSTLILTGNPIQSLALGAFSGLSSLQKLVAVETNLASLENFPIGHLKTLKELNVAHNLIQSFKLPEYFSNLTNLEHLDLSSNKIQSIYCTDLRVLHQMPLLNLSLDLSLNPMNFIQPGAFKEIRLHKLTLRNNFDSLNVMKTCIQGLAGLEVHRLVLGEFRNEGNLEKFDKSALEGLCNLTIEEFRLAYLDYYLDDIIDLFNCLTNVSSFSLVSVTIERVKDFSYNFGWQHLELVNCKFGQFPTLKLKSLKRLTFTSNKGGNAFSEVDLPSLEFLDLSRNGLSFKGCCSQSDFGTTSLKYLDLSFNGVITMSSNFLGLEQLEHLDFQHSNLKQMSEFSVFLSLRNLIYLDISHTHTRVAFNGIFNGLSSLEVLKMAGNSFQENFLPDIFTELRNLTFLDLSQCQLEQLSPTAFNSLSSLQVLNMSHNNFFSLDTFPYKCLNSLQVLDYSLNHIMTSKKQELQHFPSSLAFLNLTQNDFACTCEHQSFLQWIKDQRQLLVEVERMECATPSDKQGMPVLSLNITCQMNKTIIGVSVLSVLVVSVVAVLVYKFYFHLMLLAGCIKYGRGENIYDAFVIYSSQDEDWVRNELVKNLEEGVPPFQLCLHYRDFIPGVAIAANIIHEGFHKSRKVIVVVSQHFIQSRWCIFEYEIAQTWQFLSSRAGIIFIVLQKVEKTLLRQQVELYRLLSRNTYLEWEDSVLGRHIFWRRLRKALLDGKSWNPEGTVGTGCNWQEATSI
# Target sequence (Q99836 whole entry, looked up): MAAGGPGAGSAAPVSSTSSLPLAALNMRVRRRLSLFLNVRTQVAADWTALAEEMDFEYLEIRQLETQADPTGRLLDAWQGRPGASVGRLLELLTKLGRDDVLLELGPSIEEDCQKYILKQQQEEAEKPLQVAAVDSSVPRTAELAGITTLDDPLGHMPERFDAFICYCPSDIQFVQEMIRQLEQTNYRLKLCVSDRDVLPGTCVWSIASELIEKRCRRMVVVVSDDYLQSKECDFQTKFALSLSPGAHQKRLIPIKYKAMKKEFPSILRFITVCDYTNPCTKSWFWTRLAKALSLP
# Redox H2O2 prof – compounds producing H2O2 with reducing agent – biochemical, NIH compound library profiling, artefact control for MLSCN library redox annotation, primary screen; DTT-dependent redox cycling H2O2, phenol red/HRP absorbance; 100% = 100 µM peroxide control, 0% = buffer; activation, % at 10 µM; 200,000 tested, 0.03% active; AID 878;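 active = activation of at least 50% relative to the plate's high and low controls in the primary single-dose screen; inactive = activation below 50%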;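 note: compound incubated with DTT at 0.8 mM final as the reducing agent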
# STAT3 activator – activators of IL-6 induced STAT3 signaling. activation (% of control), % at 5.6 µM. U3A cells, IL-6 STAT3-luciferase reporter, luminescence; 100% = signal with IL-6 EC80 alone. 190,000 tested, 0.91% active;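 active = activation above the screen-wide mean of compound activation plus 3 SD, cut at about 130% in these data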;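 note: 0% = background luminescence of wells with medium and substrate only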
#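 Test system: human U3A cells carrying STAT3-luciferase construct; control set: IL-6-only wells as 100% reference; timing: compound pre-incubation 1 h before IL-6, then 6 h stimulation at 37 °C; also added: IL-6 stimulus at 33 ng/mL final; evaluation: % activation versus median of IL-6-stimulated wells; detection: reporter luminescence signal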
# * hit, by the source's call; nt = not tested or not shown.
1) COc1ccc(NC(=O)C(NC(=O)c2ccc(=O)[nH]c2)c2ccc(C)cc2)cc1 (configuration not stated)
2) FC(F)Oc1ccc(NC(=S)NCc2ccco2)cc1Cl
3) Cc1ccc(OCc2ccc(C(=O)Nc3ccc(C(N)=O)cc3)o2)c([N+](=O)[O-])c1
4) O=c1[nH]c(C2CCCN(S(=O)(=O)c3ccccc3)C2)nc2c1nnn2Cc1ccccc1F (configuration not stated)
5) CCOC(=O)c1c(O)c2c([nH]c1=O)CCCC2
6) COc1ccc(NC2=Nc3cccc4cccc2c34)cc1OC
7) Cc1sc2nc(C3CC3)nc(SCC(=O)N3c4ccccc4CC3C)c2c1C (configuration not stated)
8) CC(C)C(=O)N=C1SC2CS(=O)(=O)CC2N1Cc1ccccc1 (configuration not stated)

assay / entry	1	2	3	4	5	6	7	8
Redox H2O2 prof	0.0	0.6	-0.3	-0.6	0.8	3.2	-0.2	-0.1
TLR4-MyD88 BLA	-16	6	6	2	10	-5	-3	-20
STAT3 blocker	-14	8	-20	-1	4	30	7	5
APP 5'UTR act	-6	-6	0	-4	7	-11	3	8
Efa HMGR inh	-3	2	-7	-6	5	-2	-2	0
STAT1 act	104	94	99	96	101	106	101	90
NF-kB expr up	1	1	0.98	1.3	1.2	1.1	1	1.1
STAT1 inh	-5	5	-1	5	-1	-6	-1	11
STAT3 activator	110	100	119	106	96	79	95	96
Hsp70 activator	-0.4	0.1	-0.1	-0.2	-0.3	-0.1	0.1	0.1

9) CCOC(=O)C1CCCN(c2oc(-c3ccc(OC)cc3)nc2C#N)C1 (configuration not stated)
10) COC(=O)c1ccccc1NC(=O)CSc1nnc(COc2cccc(OC)c2)n1C
11) O=C(COc1ccc2ccccc2c1)NCCc1ccc2c(c1)OCCO2
12) O=C(O)CC(C(=O)Nc1ccc(Cl)cc1Cl)C1CCCO1 (configuration not stated)
13) O=C(c1cnn(C(=O)COc2ccc(Cl)cc2)c1)c1ccccc1O
14) CC1=C(C(=O)c2ccccc2)C(c2cn(-c3ccccc3)nc2-c2ccc(Cl)cc2)NC(=S)N1 (configuration not stated)
15) CC(=O)NC(Cc1ccc(F)c(F)c1)C(=O)NC1CCN(C(=O)c2ccc(C)cc2)CC1 (configuration not stated)
16) COc1ccc(S(=O)(=O)N2CCC3(CC2)OCCO3)cc1

assay / entry	9	10	11	12	13	14	15	16
Redox H2O2 prof	-0.1	0.6	0.4	-1.0	-0.2	-4.3	-0.4	-1.3
TLR4-MyD88 BLA	-3	14	7	-16	1	3	0	-21
STAT3 blocker	13	10	-7	6	5	0	4	11
APP 5'UTR act	-9	12	-7	-10	10	28	4	9
Efa HMGR inh	2	-8	-2	4	-4	-1	0	-4
STAT1 act	94	96	93	102	105	106	93	93
NF-kB expr up	0.99	0.9	0.99	nt	1.1	0.87	0.93	1.1
STAT1 inh	6	5	8	-4	-5	-7	6	6
STAT3 activator	92	99	106	99	94	101	103	100
Hsp70 activator	0.2	-0.4	-0.5	-0.2	-0.2	0.0	0.0	-0.3

17) CC(=O)N1N=C(c2cccnc2)OC1c1ccc(C(C)C)cc1 (configuration not stated)
18) CC(C)(C)c1ccc(S(=O)(=O)Nc2cccc(C3OCCCO3)c2)cc1
19) CCC1(C)Cc2c(C#N)c(N)sc(=S)c2CO1 (configuration not stated)
20) COC(=O)C1=NNC2(c3ccc(Cl)cc3)C(=O)N(c3ccccc3)C(=O)C12 (configuration not stated)
21) Cc1ccccc1-n1c(SCC(=O)c2cc(C)n(C)c2C)nnc1-c1ccncc1
22) O=C(CSc1nc2ccccc2c(=O)[nH]1)c1ccccc1
23) CCc1nnc(NS(=O)(=O)c2ccc(N/C=C\C(=O)c3cccc(OC)c3)cc2)s1
24) CCSCc1nnc(SCC(=O)Nc2cc(F)ccc2C)n1C

assay / entry	17	18	19	20	21	22	23	24
Redox H2O2 prof	-1.0	0.2	1.5	0.4	0.6	0.0	0.4	-0.1
TLR4-MyD88 BLA	-15	-5	8	-11	-4	6	4	-10
STAT3 blocker	1	-2	1	-9	14	14	11	2
APP 5'UTR act	-16	10	19	-6	-8	14	-5	-5
Efa HMGR inh	-3	1	2	-1	-5	-4	-1	-3
STAT1 act	107	91	90	101	95	106	124	103
NF-kB expr up	1.5	0.83	1	1.2	1	3.3	1.4	1.1
STAT1 inh	-10	10	10	-1	6	-10	-27	-3
STAT3 activator	103	99	102	103	96	92	92	100
Hsp70 activator	0.2	-0.3	-0.3	-0.2	-0.3	-0.1	-0.2	-0.4

25) COc1ccc(N2CCN(CCNC(=O)CCNS(=O)(=O)c3cccs3)CC2)cc1
26) CCOC(=O)CSc1cn2c(n1)CCC2
27) CCC(C)[C@@H](C(=O)Nc1ccc(OC)c(OC)c1)N1Cc2ccccc2C1=O (some centres not stated)
28) COC(=O)c1c(-c2cccs2)csc1NC(=O)CSc1ncnc2sc(C)c(C)c12
29) Cc1ccccc1NC(=S)Nc1ccc2cn[nH]c2c1
30) C=CCN(CC=C)CC(O)CN(c1cc([N+](=O)[O-])ccc1OC)S(=O)(=O)c1ccccc1 (configuration not stated)
31) COc1cc(CC(NC(C)=O)C(=O)NC2CCN(C(=O)c3cc(OC)c(OC)c(OC)c3)CC2)cc(OC)c1 (configuration not stated)
32) COc1ccc(-n2c(SC)nc(O)c(Cc3ccccc3)c2=O)cc1

assay / entry	25	26	27	28	29	30	31	32
Redox H2O2 prof	-0.8	2.3	-1.5	1.6	0.1	-0.2	-0.2	-3.4
TLR4-MyD88 BLA	-1	-2	12	2	-4	7	3	-20
STAT3 blocker	7	-3	-1	9	6	-11	8	6
APP 5'UTR act	4	-3	7	-3	7	-5	-12	4
Efa HMGR inh	-2	-1	-6	-5	-7	-4	-3	1
STAT1 act	94	99	101	99	100	94	109	109
NF-kB expr up	0.99	1.3	0.94	1.2	1.1	0.89	1.2	1.4
STAT1 inh	5	1	-1	1	-4	7	-11	-10
STAT3 activator	98	107	105	93	99	108	97	99
Hsp70 activator	-0.3	-0.3	-0.5	-0.4	0.6	-0.2	-0.5	-0.1

33) Cc1ccc(-n2c(SCC(=O)NCc3ccc4c(c3)OCO4)nnc2-c2cccnc2)c(C)c1
34) COc1cccc(NC(=O)Nc2nnc(N3CCCCC3C)s2)c1 (configuration not stated)
35) COC(=O)c1ccc(C)c(NC(=O)c2ccc(Cl)c([N+](=O)[O-])c2)c1
36) NC(=O)CSc1nc2ccccc2n1Cc1ccccc1
37) CCc1cccc(C)c1NC(=O)COn1nnc2ccc(C(F)(F)F)cc21
38) COc1ccc(N(CCCN2C(=O)c3cccc4cccc(c34)C2=O)C(=O)c2cccs2)cc1
39) O=C(CCS(=O)(=O)c1cccs1)NC1CCCCCC1
40) CCOc1cc(S(=O)(=O)n2ccc(C)n2)ccc1Br

assay / entry	33	34	35	36	37	38	39	40
Redox H2O2 prof	2.9	-0.9	-0.5	0.1	-0.7	1.8	-0.3	-2.1
TLR4-MyD88 BLA	-2	12	9	-4	1	3	-5	-7
STAT3 blocker	10	-3	3	0	-11	-16	-9	32
APP 5'UTR act	-10	27	-5	-14	10	0	16	-11
Efa HMGR inh	1	-1	-2	0	-1	1	-2	-5
STAT1 act	102	120	95	96	99	109	130*	93
NF-kB expr up	0.93	1.9	1.4	0.99	1.2	0.55	1.9	1
STAT1 inh	-2	-22	5	5	1	-10	-34	6
STAT3 activator	95	102	99	103	107	119	110	77
Hsp70 activator	0.1	-0.3	-0.4	-0.4	-0.1	-0.4	0.3	-0.2

41) CCNc1nc(NCC)nc(N/N=C/c2ccc(N(C)C)cc2)n1
42) O=C(O)c1ccc2c(c1)C1C=CCC1C(c1cc3c(cc1Br)OCO3)N2 (configuration not stated)
43) CC(C)c1ccc(-c2nn(-c3ccccc3)cc2C2C(C#N)=C(N)OC3=C2C(=O)CC(C)(C)C3)cc1 (configuration not stated)
44) CCOC(=O)C(=O)c1c(-c2ccccc2)nc2ccccn12
45) Cc1ccc(S(=O)(=O)N(CC(=O)N/N=C/c2ccccc2C(=O)O)c2cc(Cl)cc(Cl)c2)cc1
46) O=C(NC12CC3CC(CC(C3)C1)C2)N1CCN(C(=O)c2ccco2)CC1
47) CCOC(=O)/C(C#N)=C/c1cn(CCC(=O)O)nc1-c1ccc(OC)cc1
48) CCC(C)Nc1nc2c(c(=O)[nH]c(=O)n2C)n1CCC(C)C (configuration not stated)
49) CCc1ccc(NC(=O)Cn2nc(C)c([N+](=O)[O-])c2C)cc1

assay / entry	41	42	43	44	45	46	47	48	49
Redox H2O2 prof	-10	-0.3	9.7	0.1	-0.6	0.3	0.1	3.5	0.0
TLR4-MyD88 BLA	-3	-11	9	8	0	-5	12	6	-3
STAT3 blocker	10	-2	7	-3	6	-4	0	-9	15
APP 5'UTR act	-3	20	7	0	11	12	10	9	8
Efa HMGR inh	-2	2	-5	-2	0	7	-2	-6	1
STAT1 act	110	103	91	99	103	108	101	99	94
NF-kB expr up	0.94	1.7	1.9	1.2	1.2	1.1	1.1	1.1	1.3
STAT1 inh	-10	-5	10	0	-4	-13	-2	1	6
STAT3 activator	93	104	96	104	100	108	105	111	89
Hsp70 activator	0.9	-0.1	0.1	0.2	0.1	0.1	-0.2	0.3	-0.2

# 8 entries out of the list, sorted by number of heavy atoms, ascending:
40) CCOc1cc(S(=O)(=O)n2ccc(C)n2)ccc1Br
39) O=C(CCS(=O)(=O)c1cccs1)NC1CCCCCC1
48) CCC(C)Nc1nc2c(c(=O)[nH]c(=O)n2C)n1CCC(C)C (configuration not stated)
41) CCNc1nc(NCC)nc(N/N=C/c2ccc(N(C)C)cc2)n1
46) O=C(NC12CC3CC(CC(C3)C1)C2)N1CCN(C(=O)c2ccco2)CC1
47) CCOC(=O)/C(C#N)=C/c1cn(CCC(=O)O)nc1-c1ccc(OC)cc1
38) COc1ccc(N(CCCN2C(=O)c3cccc4cccc(c34)C2=O)C(=O)c2cccs2)cc1
43) CC(C)c1ccc(-c2nn(-c3ccccc3)cc2C2C(C#N)=C(N)OC3=C2C(=O)CC(C)(C)C3)cc1 (configuration not stated)

assay / entry	40	39	48	41	46	47	38	43
Redox H2O2 prof	-2.1	-0.3	3.5	-10	0.3	0.1	1.8	9.7
TLR4-MyD88 BLA	-7	-5	6	-3	-5	12	3	9
STAT3 blocker	32	-9	-9	10	-4	0	-16	7
APP 5'UTR act	-11	16	9	-3	12	10	0	7
Efa HMGR inh	-5	-2	-6	-2	7	-2	1	-5
STAT1 act	93	130*	99	110	108	101	109	91
NF-kB expr up	1	1.9	1.1	0.94	1.1	1.1	0.55	1.9
STAT1 inh	6	-34	1	-10	-13	-2	-10	10
STAT3 activator	77	110	111	93	108	105	119	96
Hsp70 activator	-0.2	0.3	0.3	0.9	0.1	-0.2	-0.4	0.1
